Source: PubChem
CFTR F508del cor: CFTR F508del correction in bronchial cells. CFBE cells, YFP halide quenching; stimulated with forskolin plus potentiator P3; % fluorescence drop versus neutral controls. activity (quench increase), % at 7.58 µM. 0.36% of 350,000 active;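 active = mean added fluorescence quench of at least 8% versus neutral control, with both replicates also reaching 8%; inconclusive = only one of the mean or replicate conditions met; inactive = mean below 8% and not both replicates reaching 8%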;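 also: cells transiently co-express mutant CFTR-F508del with the halide-sensitive YFP; corrector assay measuring rescue of mutant channel to the surface after 24 h compound exposure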
FN deposit inh: fibronectin deposition inhibition; AH1F fibroblasts, Alexa488-fibronectin deposition fluorescence, overnight; inhibition, % at 12.6 µM; 0.086% of 350,000 active; AID 743247;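 active = mean inhibition across replicates of 30% or more, regardless of how many single replicates reach that level; inconclusive = mean under 30% yet at least half of replicates reach 30%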;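 also: positive control wells lacked labelled fibronectin entirely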
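Assay system: AH1F fibroblasts assembling fluorescent fibronectin matrix; Amount: 10000 AH1F cells per well; Buffer or medium: DMEM, 2% serum; Probe or stimulus: Alexa488-fibronectin, 24 nM final in well; Doses: single compound dose, delivered by pin transfer; Incubation: 1 h adhesion, overnight exposure; Measured by: fluorescence 485/525 nm; Read-out: fibronectin deposition inhibition.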
GSIS activator: primary screen for activators of insulin secretion dependent on glucose, INS-1E cells, GLuc reporter luminescence. INS-1E GLuc reporter insulin secretion, 2-3 h. activation, % at 16.6 µM. 0.61% of 370,000 active;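 active = lowest replicate activation of at least 40%, so every replicate reaches that level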;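 also: 0% = median of neutral control wells and 100% = median of IBMX positive control wells; some compounds called inactive have numbers as strong as hits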
Cneo AK release: Cryptococcus neoformans lysis via adenylate kinase release; 0.2% of 360,000 active; C. neoformans lysis, adenylate kinase release luminescence, 4 h; normalised: neutral wells 0, clomiphene wells 100; lysis activity, % at 15 µM;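 active = mean lysis activity across replicates of at least 80%, whatever share of replicates individually reach that level; inactive = mean lysis activity below 80%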
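Material: C. neoformans cells; Schedule: 4 h static compound exposure, 37 °C, read 1 h post-reagent; Measured by: adenylate kinase release luminescence; Read-out: signal increase indicating cell lysis; Controls: Clomiphene as positive lysis control.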
miR122 inh: miR-122 inhibition in Huh7 cells | AID 602342 | 0.3% of 340,000 active | activation (reporter increase), % at 12.5 µM | Huh7 miR-122 Renilla luciferase sensor, 48 h; neutral wells = 0, positive control = 100;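 active = mean replicate activation score at least 90 and every replicate individually at or above 90; inconclusive = only one of the two criteria met; inactive = neither criterion met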;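 also: higher luciferase means less miR-122 activity so hits act as miR-122 inhibitors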
PGC1a acetyl inh: PGC1a acetylation modulation, inhibitor mode; U2OS PGC1a acetylation, AlphaScreen anti-acetyl-lysine; with virally co-expressed GCN5 acetyltransferase; inhibition, % at 15.6 µM; 0.17% of 350,000 active;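 active = every replicate shows inhibition of at least 40%; inconclusive = mean inhibition at least 40% but some replicate below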;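 also: 0% = neutral control wells and 100% = positive control wells; some results beyond the cut were filed as inactive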
C2C12 statin: protects C2C12 myotubes from simvastatin toxicity | ATP luminescence, 48 h; scaled: DMSO 0, geranylgeraniol control 100 | rescue of ATP level, % at 7.49 µM | 0.78% of 330,000 active;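 active = mean ATP rescue above about 67%, or every replicate alone reaching that limit, limit read from the data, passing the limit was not always enough; inconclusive = no clear call, values can overlap the other calls; inactive = mean under the limit and some replicate under it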;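 also: myotubes were challenged with 10 µM simvastatin during compound exposure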
PglD inh: PglD (C. jejuni) enzyme inhibition | purified PglD enzyme, DTNB colorimetric CoA detection | inhibition, % at 12.5 µM | 0.098% of 360,000 active | AID 602405; in the data active = inhibition above about 16%, passing the limit was not always enough; inconclusive = no clear call, values can overlap the other calls; also: strong numbers were not always called active
Active calls of the source: *; u = inconclusive; x = no result given; & = joins results of further samples; [ ] = dose if it differs, or a comment.

SMILES | CFTR F508del cor | FN deposit inh | GSIS activator | Cneo AK release | miR122 inh | PGC1a acetyl inh | C2C12 statin | PglD inh
Cc1ccsc1C(=O)N1CCCC(N2CCN(c3cccc(Cl)c3)CC2)C1 (stereo unspecified) | -0.6 | -4 | -33 | -12 | x | x | x | 4
O=c1[nH]c2ccc(NC(=S)Nc3ccc(Cl)cc3Cl)cc2[nH]1 | x | x | 17 | 3 | -2 | -1 | 139* | 0
CN(C)C(=O)COc1ccc2cc(-c3ccccc3)c(=O)oc2c1 | x | -3 | x | 2 | 6 | 3 | -2 | -3
Cc1ccc2oc(=O)n(CCOc3ccccc3C)c2c1 | -1.4 | -1 | 5 | 4 | -4 | -9 | -7 | 0
CN(C(=O)c1cccc(NC(=O)Cc2ccc(NC(=O)C3CCN(C(=O)c4ccccc4)CC3)cc2)c1)C1CCCC1 | 0.3 | 10 | -8 | 0 | -6 | 5 | 1 | -1
COc1ccc(S(N)(=O)=O)cc1C(=O)OCCCOC(=O)c1cc(S(N)(=O)=O)ccc1OC | 0.1 | x | -2 | -2 | -4 | 1 | 4 | 0
COc1ccc(NC(=O)CN2C(=O)/C(=C3\SC(=S)N(C4CCS(=O)(=O)C4)C3=O)c3ccccc32)cc1 (stereo unspecified) | 1.9 | -1 | 0 | 0 | -4 | -2 | x | 3
Cc1nn(-c2ccccc2)c2nc(N)c(C#N)c(-c3ccc(C(C)(C)C)cc3)c12 | -6.3 | 6 | -4 | x | 10 | 4 | -26 | x
Cc1cccc(N2CCN(C(=O)c3oc4ccc(Br)cc4c3C)CC2)c1C | 4.7 | -2 | -15 | 0 | -2 | 0 | -9 | x
COc1ccc(-n2cc(CN(C)CCO)c(-c3cccc(F)c3)n2)cc1 | x | 6 | 6 | 1 | -1 | 7 | -5 | 1

Reprinted from the part before: 4 entries; new compounds follow.
SMILES | CFTR F508del cor | FN deposit inh | GSIS activator | Cneo AK release | miR122 inh | PGC1a acetyl inh | C2C12 statin | PglD inh
COc1ccc(NC(=O)CN2C(=O)/C(=C3\SC(=S)N(C4CCS(=O)(=O)C4)C3=O)c3ccccc32)cc1 (stereo unspecified) | 1.9 | -1 | 0 | 0 | -4 | -2 | x | 3
Cc1nn(-c2ccccc2)c2nc(N)c(C#N)c(-c3ccc(C(C)(C)C)cc3)c12 | -6.3 | 6 | -4 | x | 10 | 4 | -26 | x
Cc1cccc(N2CCN(C(=O)c3oc4ccc(Br)cc4c3C)CC2)c1C | 4.7 | -2 | -15 | 0 | -2 | 0 | -9 | x
COc1ccc(-n2cc(CN(C)CCO)c(-c3cccc(F)c3)n2)cc1 | x | 6 | 6 | 1 | -1 | 7 | -5 | 1
O=C(NCc1ccc(Cl)c(Cl)c1)c1cc(C2CCCCN2C(=O)c2cccs2)on1 (stereo unspecified) | -3.0 | 10 | -7 | 1 | 2 | 4 | 5 | -7
CCCCN1C(=O)NC(NS(=O)(=O)c2ccc(N)cc2)(C(F)(F)F)C1=O (stereo unspecified) | x | x | x | -1 | -2 | 7 | 22 | -6
COc1ccc(C(c2c[nH]c3ccccc23)c2c[nH]c3ccccc23)cc1O | -0.3 | 10 | 13 | 0 | 2 | -4 | 27 | -4
Cc1cnc(C(=O)OCC(=O)Nc2cccc3ccccc23)cn1 | -0.8 | 2 | -17 | 2 | -3 | 3 | 14 | -2
C[C@@H]1CN([C@H](C)CO)C(=O)c2cc(NC(=O)c3ccncc3)ccc2O[C@H]1CN(C)Cc1ccc(Oc2ccccc2)cc1 | -2.3 | 21 | 5 | -1 | 59[16.7 µM] | -17 | -240 | 0
C[C@@H]1CCCCO[C@@H](CN(C)C(=O)Nc2cccc3ccccc23)[C@@H](C)CN([C@H](C)CO)C(=O)c2cc(NC(=O)Nc3cccc4ccccc34)ccc2O1 | 3.3 | -3 | 53 | -4 | 1[16.7 µM] | 1 | x | 0
CC(C)NC(=O)N(C)C[C@H]1Oc2cc(C#Cc3cccc(F)c3)ccc2S(=O)(=O)N([C@H](C)CO)C[C@@H]1C | 0.0 | -7 | -25 | -5 | 46[16.7 µM] | 3 | 24 | 0
Cc1nn(C)c(C)c1N1C(=O)c2cccc3c(Br)ccc(c23)C1=O | x | 3 | x | 0 | -10 | u | -18 | 4
C[C@H]1CN([C@@H](C)CO)C(=O)c2cccc(NS(=O)(=O)c3cccs3)c2O[C@@H]1CN(C)S(=O)(=O)c1ccccc1 | 2.1 | 4 | 12 | -3 | 0[16.7 µM] | 4 | -17 | -2
CCC(=O)N(C)C[C@@H]1Oc2cc(C3=CCCC3)ccc2S(=O)(=O)N([C@H](C)CO)C[C@@H]1C | -0.3 | x | 19 | 59 | 2[16.7 µM] | -7 | 18 | 4
O=S(=O)(Nc1nc2ccccc2nc1Nc1ccc2c(c1)OCO2)c1ccccc1 | x | x | -37 | -2 | 0 | 0 | x | -14
COC(=O)Cc1n[nH]c(=O)c2ccccc12 | -0.3 | x | 12 | 1 | -2 | -10 | 1 | 4
C=CCn1c(Cc2ccc(OCC)cc2)nnc1SCC(N)=O | x | 1 | 2 | -2 | -3 | 11 | -8 | x
O=C(NCc1ccco1)c1cccc(N2CCCC2=O)c1 | x | -6 | -2 | 0 | 7 | -3 | 2 | 1
COc1ccc(C=O)c2[nH]c3c(Cl)ncnc3c12 | 4.5 | 5 | 13 | -2 | -9 | 8 | 14 | -3
O=C(NCc1ccccc1F)C1CCCN1S(=O)(=O)c1ccc(F)cc1 (stereo unspecified) | 0.7 | -4 | 13 | 0 | x | x | 2 | 1
C=C1C(O)C[C@@H](C(C)C)N(CC(C)C)S1(=O)=O (stereo partly specified) | -0.3 | -6 | x | 1 | -7 | -2 | 10 | 2
O=C(c1ccccc1)N1CCC(=O)N(C(CO)Cc2ccccc2)CC1 (stereo unspecified) | -4.7 | 0 | 3 | 2 | -4 | -9 | 8 | -3
O=C(NCCN1CCN(c2ccccc2)CC1)c1cccc(Br)c1 | x | 9&9 | -29 | -3 | -3 | -7 | -20 | 1
Fc1ccc(CSc2nc3ccccc3[nH]2)cc1 | x | x | x | -10 | -7 | -22 | 5 | 2
COc1ccc(N(CC(=O)N2CCc3ccccc32)S(=O)(=O)c2c(C)n[nH]c2C)cc1 | x | -20 | x | 2 | -2 | -6 | 54 | 7
CC1(C)CC(=O)C(C2C3=C(CC(C)(C)CC3=O)Oc3ccccc32)C(=O)C1 (stereo unspecified) | 1.3 | 7 | 6 | x | x | -9 | 1 | x
COc1cccc(C#Cc2cnc3c(c2)C(=O)N([C@@H](C)CO)C[C@H](C)[C@H](CN(C)C(=O)C2CCC2)O3)c1 | 0.0&0.7&-0.9 | 4 | -9&-11 | 0&5&2 | -4 | -5&6&13 | u | 1&2&2
O=C(c1ccc(NS(=O)(=O)c2cccc([N+](=O)[O-])c2)cc1)N1CCCCCC1 | -1.8 | 0 | -15 | x | 5 | 13 | x | x
CCNC(=O)[C@@H]1[C@@H](CO)[C@@H]2Cn3c(ccc(-c4ccccc4)c3=O)[C@@H]2N1Cc1ccc2c(c1)OCO2 | -0.8 | x | -8 | 0 | -5[16.7 µM] | x | 11 | 2
CCC(C)c1ccccc1N1CC(C(=O)N2CCN(S(=O)(=O)c3ccccc3Br)CC2)CC1=O (stereo unspecified) | 2.8 | 8 | -34 | 2 | -6 | 1 | 14 | -3
C(=C\c1ccccc1)/CNCC1CCCO1 (stereo unspecified) | -0.4 | 12 | -1 | 0 | -4 | 4 | 6 | 0
O=C(COC(=O)c1ccccc1)NCc1ccco1 | x | x | x | -3 | -1 | 19 | -15 | -9
O=C(N/N=C/c1ccco1)c1cccc(NC(=O)c2cccc(Cl)c2)c1 | 1.9 | -7 | -21 | -1 | 9 | -11 | -6 | 2
COc1ccccc1C1CC(=O)Nc2cc(C)c(C)cc21 (stereo unspecified) | u | -6 | -20 | 0 | x | x | 3 | 6
CSc1ccc(/C=C(\NC(=O)c2ccccc2)C(=O)NCCN2CCOCC2)cc1 | -0.9 | 0 | 22 | 0 | -1 | 26 | -2 | -2
COCC#Cc1ccc2c(c1)O[C@@H](CN(C)C(=O)COC)[C@@H](C)CN([C@H](C)CO)S2(=O)=O | -2.6 | x | 4 | -3 | 0[16.7 µM] | -3 | 0 | -1
C#Cc1ccc([C@H]2C=C(C(=O)N3CCOCC3)O[C@@H](OCCCCO)C2)cc1 | 0.0 | x | x | -4 | x | -1 | x | -2
COc1ccc(CCNC(=O)COc2ccc3c(C)cc(=O)oc3c2)cc1OC | -0.9 | -1 | 25 | 1 | -2 | 18 | 14 | -1
CCCCn1c(N)c(N(CC(C)C)C(=O)CSc2nnc(C)n2-c2ccccc2)c(=O)[nH]c1=O | 3.5 | 6 | 21 | 0 | -2 | 0 | 7 | -4
Cc1ccc(C(=O)NCC(=O)N(C)Cc2cccc(F)c2)s1 | -1.4 | 15 | 1 | -1 | x | x | 8 | 6
O=C(c1ccc(F)cc1)N1[C@@H](CO)[C@@H]2c3ccccc3NC[C@@H]21 | -3.0 | x | 6 | 2 | 11[16.7 µM] | -3 | -15 | 0
Cc1ccc(S(=O)(=O)Nc2ccc3c(c2)CCC3)cc1 | x | 0 | -11 | -2 | 167* | -11 | x | -1
Cc1ccc(CN2CC(C(=O)Nc3ncc(C)s3)CC2=O)cc1 (stereo unspecified) | -1.2 | 1 | -6 | 0 | 8 | -4 | -31 | -1
CCOC(=O)C1(Cc2cccc(F)c2)CCN(C(=O)Cn2cnnn2)CC1 | -1.1 | 8 | -16 | x | x | 1 | x | x
Cc1noc(C)c1NC(=O)N(C)C[C@H]1OCCCC[C@H](C)Oc2ccc(NC(=O)C3CCCCC3)cc2C(=O)N([C@H](C)CO)C[C@@H]1C | -4.7 | x | 3 | 2 | 4[16.7 µM] | -12 | x | 0
CCOC(=O)[C@H]1[C@H]2COc3ccc(C)cc3[C@@H]2N2C(=O)c3ccc(C)cc3NC(=O)[C@@]12C | -2.0 | -8 | 4 | -2 | -7 | -3 | 12 | 0
Cn1c(SCc2nc3ccccc3c(=O)[nH]2)nc2ccccc21 | 3.5 | 5 | -2 | x | x | -1 | x | x
O=C1CSc2ccc(S(=O)(=O)NCc3ccccc3Cl)cc2N1 | 0.0 | -2 | 13 | -1 | 2 | -20 | 21 | -1
CCC(=O)N1C[C@H](C)[C@@H](OC)CN(C)C(=O)c2ccc(NS(C)(=O)=O)cc2OC[C@@H]1C | x | 4 | -3 | 1 | 1[16.7 µM] | x | -3 | 1
COc1ccc(C(=O)NCC(=O)N/N=C/c2c(C)[nH]c3ccccc23)cc1 | 3.9 | 3 | 13 | -1 | -9 | -2 | -5 | 1
COc1ccc(NC(=O)Nc2cccc3c2O[C@H](CN(C)Cc2ccc(-c4ccccc4)cc2)[C@@H](C)CN([C@H](C)CO)C3=O)cc1 | -1.0&-1.8 | -6 | 4&-2 | 64&1 | 3[16.7 µM] | x | -65 | 16&6
O=C(O)CCN1C(=O)c2ccncc2C1=O | x | 1 | x | -2 | -7 | 14 | 3 | 4
CN(C)C(=O)c1ccc(-n2cccn2)nc1 | 0.0 | 1 | 14 | x | x | 5 | x | x
CC(=O)Nc1ccccc1-c1nc2ccccc2nc1OCC(=O)c1ccc(Cl)cc1 | x | 2 | 1 | 0 | -5 | 2 | 4 | -4
